High-throughput results as filed in PubChem BioAssay.
OX1R antag-1 – antagonists of human orexin 1 receptor; O43613; inhibition, % at 5 µM; AID 434989; 0.43% of 330,000 active; CHO/OX1R cells, Fluo-8 calcium fluorescence, orexin A;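 active = inhibition above its plate's threshold, mean inhibition of all tested compounds on the plate plus 3 SD, cut at about 37% in these data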;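 note: 0% = orexin A challenge wells and 100% = SB-334867-A antagonist wells; not every result past the cut was called active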
Target sequence (O43613 whole entry, looked up): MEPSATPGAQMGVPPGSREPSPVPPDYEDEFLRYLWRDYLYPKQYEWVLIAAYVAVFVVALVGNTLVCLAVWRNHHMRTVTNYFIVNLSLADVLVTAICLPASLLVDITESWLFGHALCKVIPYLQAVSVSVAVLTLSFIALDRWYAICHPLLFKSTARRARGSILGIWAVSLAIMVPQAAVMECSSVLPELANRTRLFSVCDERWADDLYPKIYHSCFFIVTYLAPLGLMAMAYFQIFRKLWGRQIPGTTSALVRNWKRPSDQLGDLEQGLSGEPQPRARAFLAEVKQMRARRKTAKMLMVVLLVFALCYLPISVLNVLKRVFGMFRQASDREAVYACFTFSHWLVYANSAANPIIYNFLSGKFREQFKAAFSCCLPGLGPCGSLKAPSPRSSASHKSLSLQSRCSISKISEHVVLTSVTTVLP
STK33 kinase inh – inhibitors of human STK33 kinase; purified STK33, MBP phosphorylation, ADP-Glo luminescence; inhibition, % at 10 µM; Q9BYT3; 0.073% of 320,000 active;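 active = inhibition at or above 25%, using the most active replicate where run in duplicate; inactive = inhibition below 25%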
Target sequence (Q9BYT3 whole entry, looked up): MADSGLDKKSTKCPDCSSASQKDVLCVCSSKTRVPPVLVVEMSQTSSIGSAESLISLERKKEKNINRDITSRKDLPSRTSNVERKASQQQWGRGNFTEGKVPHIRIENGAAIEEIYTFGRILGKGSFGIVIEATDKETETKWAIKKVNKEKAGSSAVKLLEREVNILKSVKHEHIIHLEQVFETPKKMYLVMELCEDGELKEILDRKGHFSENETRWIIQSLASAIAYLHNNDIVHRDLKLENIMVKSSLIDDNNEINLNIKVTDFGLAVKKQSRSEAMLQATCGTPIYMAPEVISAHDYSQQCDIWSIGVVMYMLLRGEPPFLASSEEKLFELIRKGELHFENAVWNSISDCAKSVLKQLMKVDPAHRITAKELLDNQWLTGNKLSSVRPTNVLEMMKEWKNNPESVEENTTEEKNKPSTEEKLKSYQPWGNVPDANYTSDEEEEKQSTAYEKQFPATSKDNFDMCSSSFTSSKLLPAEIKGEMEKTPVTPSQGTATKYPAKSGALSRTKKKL
OX1R antag-2 – OX1R (human) antagonism; O43613; OX1R-expressing cells, FRET antagonist read-out; inhibition, % at 6.6 µM; 1.8% of 330,000 active; AID 485270; in the data active = inhibition mostly above about 38%, no sharp cut-off; inactive = mostly below about 40%;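 note: 0% = agonist challenge alone and 100% = reference antagonist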
Starred values were filed as active, the others as inactive; . = not tested or not shown.

SMILES | OX1R antag-1 | STK33 kinase inh | OX1R antag-2
CC(NS(=O)(=O)c1ccc(Cl)c(Cl)c1)C(=O)Nc1cccnc1 (configuration not stated) | 5.1 | -1.5 | 3.5
CC1CCCCN1CCNC(=O)C1CCN(S(=O)(=O)N2CCCCC2)CC1 (configuration not stated) | -10.4 | -0.1 | 9.3
Cc1cccc(C2c3[nH]c4ccccc4c3CCN2C(=O)c2cc(C(C)C)nc(N)n2)n1 (configuration not stated) | -36.1 | -1.8 | 12.9
C[C@H](CCC(=O)O)[C@H]1CC[C@H]2[C@@H]3CC[C@@H]4C[C@H](O)CC[C@]4(C)[C@H]3CC[C@]12C | 0.4 | -0.8 | 19.7
CCOc1ccc(S(=O)(=O)Nc2ccc(C(=O)N/N=C/c3c(C)nn(-c4ccccc4)c3N3CCCC3)cc2)cc1 | -11.7 | -1.0 | -6.2
NNc1nnc2c3cc(F)ccc3n(Cc3ccccc3)c2n1 | -33.1 | 0.3 | 9.3
Cn1cnc(S(=O)(=O)Nc2cc(-c3ccc(Cl)cc3)nn2C)c1 | -12.5 | -1.6 | 7.2
CC(C)(C)C(=O)CSc1nccc(=O)[nH]1 | -1.9 | 0.8 | 6.5
CCC(=O)N1CCc2cc(S(=O)(=O)CCC(=O)O)ccc21 | -17.3 | -0.6 | 19.3
CC(C)Cc1nnc(NS(=O)(=O)c2ccc([N+](=O)[O-])cc2)s1 | 7.4 | -3.8 | 11.1
O=C(NCCC(=O)N1CCN(S(=O)(=O)c2ccccc2)CC1)c1ccc(Br)cc1 | -22.0 | 0.8 | 11.8
Cc1nn(S(=O)(=O)c2ccccc2)c(C)c1S(=O)(=O)N1CCOCC1 | -8.9 | 1.7 | 10.8
COC(=O)c1ccc(NC(=O)C(=O)N2CCN(C(=S)Nc3ccc(C)cc3)CC2)cc1 | -14.0 | -1.9 | 8.6
COc1ccc(S(=O)(=O)Nc2cccc3c2O[C@H](CN(C)C(=O)NC(C)C)[C@@H](C)CN([C@H](C)CO)C3=O)cc1 | -9.8 | 0.9 | 2.5
CCOC(=O)c1[nH]c(COC(=O)CCOc2ccccc2OC)c(C(=O)OCC)c1C | -25.2 | 0.1 | 7.9
CCOC(=O)C1CCCN(CC(=O)c2c[nH]c3ccc(C)cc23)C1 (configuration not stated) | -14.6 | 0.1 | 5.5
Cc1ccc(NCc2nnc(SCC(=O)c3ccccc3)o2)c(C)c1 | -27.0 | -1.6 | 19.1
CNc1c(NC(=O)COc2ccc(Cl)cc2)c(=O)oc2ccccc12 | -39.6 | -1.6 | 13.7
COc1ccc(CCN2C(=NC(=O)CCC(=O)O)SC3CS(=O)(=O)CC32)cc1OC (configuration not stated) | -11.0 | -1.6 | 5.8
COc1ccccc1N1CCN(c2cc(=O)n(-c3ccccc3Cl)c(=O)[nH]2)CC1 | -10.9 | 0.2 | 2.4
CCOC(=O)C1=C(C)NC(=O)NC1c1ccc(N2CCC(c3ccccc3)=N2)cc1 (configuration not stated) | -20.1 | -1.7 | 14.9
COC(=O)c1[nH]c(C)c(/C(O)=C2\C(=O)C(=O)N(CCN3CCOCC3)C2c2ccc(C)o2)c1C (configuration not stated) | -10.7 | -1.8 | 15.4
CC1(C)Cc2ccccc2-c2c1c(=O)n(Cc1ccccc1)c1nnnn21 | -58.0 | -0.6 | 17.2
CCOc1ccc(OCC(=O)N2CCOCC2)cc1 | 3.9 | -11.9 | -1.1
CCC(=O)c1ccc(OCC(=O)Nc2ccc(S(=O)(=O)Nc3cc(C)nc(C)n3)cc2)cc1 | -4.2 | -1.0 | 4.1
Remaining list, next part:
SMILES | OX1R antag-1 | STK33 kinase inh | OX1R antag-2
O=S1(=O)CC2N=C(N(Cc3ccc(F)cc3Cl)c3ccccc3F)SC2C1 (configuration not stated) | -3.8 | -1.2 | 1.8
CN(C)c1nnnn1-c1ccc(OC(F)(F)F)cc1 | 2.7 | -0.9 | 3.5
COc1ccc(CN(C)C(=O)C2CCN(S(=O)(=O)c3cccs3)CC2)cc1F | -30.3 | -0.5 | 6.8
N#C/C(=C\c1ccncc1)c1ccc(NC(N)=O)cc1 | -5.8 | -0.7 | 6.5
CNc1ccc(S(=O)(=O)NCC(=O)NCCCc2ccccc2)cc1[N+](=O)[O-] | -15.7 | -0.6 | 46.9
CCS(=O)(=O)c1ccc2oc(Nc3ccc(OC)c(OC)c3)nc2c1 | -10.2 | -0.4 | 17.1
Cc1ccnc(SCCn2c(N3CC(C)CC(C)C3)nc3c2c(=O)n(C)c(=O)n3C)n1 (configuration not stated) | -10.0 | -0.6 | 1.5
Cc1ccc(/C=N/NC(=O)NC2CCCCC2)o1 | -1.3 | -2.8 | 11.8
COc1ccc(Cc2nnc(NC(=O)c3c(-c4ccccc4)noc3C)s2)cc1 | -25.8 | 1.8 | 9.8
CCCCC(c1nnnn1Cc1ccco1)N1CCN(C(=O)c2ccco2)CC1 (configuration not stated) | -3.4 | -0.4 | 14.5
COc1ccc(NC(=O)CSc2nnc(C3CC3)n2C)cc1 | -0.7 | 1.0 | 20.0
COC(C[C@H](O)C[C@H](O)[C@H](C)OCc1ccccc1)OC | -11.9 | -0.5 | 10.6
CCN(CC)C(=O)c1ccc(-c2nnc(Nc3cccc(O)c3)c3ccccc23)cc1 | -31.4 | 1.3 | 11.2
COCCN1C(=O)N[C@@H](c2cccc(C(F)(F)F)c2)[C@H](C(C)=O)[C@H]1C | 1.8 | -1.8 | 8.9
COC(=O)C1C(O)=C(C=NC2CCCCC2)C(=O)CC1(C)C (configuration not stated) | -22.5 | 0.4 | 11.7
Cc1ccc(-c2ccc(C)c(N)c2C)c(C)c1N | -14.7 | 0.0 | 0.0
CCCCCC(CC(=O)NO)C(=O)NC(C(=O)N1CCCC1CO)C(C)C (configuration not stated) | -12.5 | -1.1 | 2.6
CCc1ccc(C(=O)COC(=O)c2ccc(Cl)nc2)cc1 | -12.8 | -0.8 | 14.3
CCOC(=O)C1(C)C=C(Nc2ccc(C)cc2)C(=O)N1c1ccc(C)cc1 (configuration not stated) | -32.3 | -0.8 | 13.5
CC1CCCCN1S(=O)(=O)c1ccc2c(c1)CCN2C(=O)C1CCC1 (configuration not stated) | -19.0 | -0.5 | -0.8
Cc1nnc(SCC(=O)Nc2nc(-c3ccc(F)cc3)cs2)[nH]c1=O | -15.2 | 0.3 | 22.4
Cc1ccc(C[n+]2cc(-c3ccc(Cl)cc3)n3c2CCC3)cc1 | -10.6 | -1.0 | 6.3
O=c1cc(-c2ccc(O)cc2)oc2cc(O)cc(O)c12 | 6.1 | 1.3 | 32.7
Cc1cc(NC(=O)CSc2nc3ccsc3c(=O)n2NC(=O)c2ccccc2)no1 | -22.6 | -2.2 | 8.7
Nc1ccc(N2CCN(CCCCN3C(=O)C4CCCN4C3=O)CC2)cc1 (configuration not stated) | -7.4 | 0.4 | 30.0

Molecules shown so far containing a thiophene ring, fused or not (2):
SMILES | OX1R antag-1 | STK33 kinase inh | OX1R antag-2
COc1ccc(CN(C)C(=O)C2CCN(S(=O)(=O)c3cccs3)CC2)cc1F | -30.3 | -0.5 | 6.8
Cc1cc(NC(=O)CSc2nc3ccsc3c(=O)n2NC(=O)c2ccccc2)no1 | -22.6 | -2.2 | 8.7

Returning to the listing with the 4 entries that preceded the break.
SMILES | OX1R antag-1 | STK33 kinase inh | OX1R antag-2
Cc1ccc(C[n+]2cc(-c3ccc(Cl)cc3)n3c2CCC3)cc1 | -10.6 | -1.0 | 6.3
O=c1cc(-c2ccc(O)cc2)oc2cc(O)cc(O)c12 | 6.1 | 1.3 | 32.7
Cc1cc(NC(=O)CSc2nc3ccsc3c(=O)n2NC(=O)c2ccccc2)no1 | -22.6 | -2.2 | 8.7
Nc1ccc(N2CCN(CCCCN3C(=O)C4CCCN4C3=O)CC2)cc1 (configuration not stated) | -7.4 | 0.4 | 30.0
O=C(NCCCN1CCOCC1)c1ccc(Cl)c([N+](=O)[O-])c1 | -3.3 | -1.6 | 22.7
O=C(NCC(=O)N1CCOCC1)c1ccc(Br)o1 | -12.8 | -4.3 | 14.0
NC(=O)c1nsc(C(=O)N(c2cccc(O)c2)C(C(=O)NC2CCCC2)c2ccc(Cl)cc2)c1N (configuration not stated) | 2.9 | -1.3 | -2.4
CCN(CC)C(=O)C1CCN(Cc2ccc(OCc3ccccc3)cc2)CC1 | -7.0 | -1.1 | 5.9
Cc1ccc(-c2nc(C=Nc3ccccc3)c(O)o2)cc1 | -26.0 | 0.6 | 14.7
CCOC(=O)Cc1csc(NC(=O)/C=C/c2ccco2)n1 | -7.4 | 0.9 | 9.9
Cc1c(C(=O)OCC(=O)N2CC(C)CC(C)C2)oc2ccccc12 (configuration not stated) | -23.7 | -2.2 | 69.9*
COc1ccc(OC)c(NC(=O)COC(=O)[C@H](Cc2ccccc2)NC(=O)c2ccco2)c1 | -26.7 | -0.1 | 7.0
CN(C(=O)CC1C(=O)NCCN1Cc1ccccc1F)C1CCOCC1 (configuration not stated) | -8.9 | 6.0 | 10.5
O=C(/C=C/c1ccc(F)cc1)Nc1ccc(S(=O)(=O)N2CCOCC2)cc1 | -12.9 | -0.7 | 20.1
Cc1ccc(SC(C)c2nc(-c3ccncc3)no2)cc1 (configuration not stated) | -7.1 | -0.1 | 20.3
COc1ccc(NC(=O)CCS(=O)(=O)c2ccccc2Cl)cc1S(=O)(=O)Nc1ccc(Cl)cc1 | 0.1 | -0.6 | 14.6
CC(=O)c1ccc(N2CCN(CC(O)c3ccccc3)CC2)cc1 (configuration not stated) | -13.2 | 3.7 | 0.7
O=C(Cn1c(=O)oc2cc(S(=O)(=O)N3CCCCCC3)ccc21)NC1CCCCCCC1 | -4.5 | 0.1 | 11.6
COc1cccc(NC(=O)CN(C)C(=O)c2cc3c(s2)CCCCC3)c1 | -19.3 | 1.6 | 3.8
CC(C)CN(C(=O)c1cccc(Cl)c1)c1c(N)n(Cc2ccccc2)c(=O)[nH]c1=O | -2.4 | -1.1 | 1.3
O=C(O)C1CCCCC1C(=O)Nc1ccc2c(c1)OCO2 (configuration not stated) | -19.9 | -1.9 | 9.6
CCOC(=O)c1sc(Nc2nc(C)cc(C)n2)nc1C | -23.9 | -1.3 | 11.5
N/C(=N\OC(=O)c1ccc(Cl)cc1)c1ccn[nH]1 | -4.8 | 6.4 | 7.6
Cc1ccc(NC(=S)NC(NC(=O)c2ccccc2)C(Cl)(Cl)Cl)c(C)c1 (configuration not stated) | 28.7 | . | 42.2
Cc1cccc(CSc2nnc(C)c(=O)n2N)c1 | -2.8 | -0.5 | 19.3
Cc1nn(CC(=O)Nc2cccc(C(F)(F)F)c2)c(=O)c2cccn12 | -17.9 | -1.0 | 13.7
CCCCCN(C(=O)CCC(=O)OCC(=O)c1ccc(F)c(F)c1)c1c(N)n(CCCC)c(=O)[nH]c1=O | -11.6 | 0.1 | -0.6
COc1ccc(CNCC(O)(c2ccccc2)c2ccc(F)cc2)cc1 (configuration not stated) | -47.5 | 0.1 | 8.7
Cc1ccc(-c2[nH]c(=S)[nH]c(=O)c2C#N)cc1 | -8.2 | -0.7 | 19.8
More entries follow:
SMILES | OX1R antag-1 | STK33 kinase inh | OX1R antag-2
Cc1ccc(CNC(=S)N2CCOCC2)cc1 | -19.3 | -1.4 | 8.0
O=C(NCCc1ccccc1)C1CCN(S(=O)(=O)N2CCC3(CC2)OCCO3)CC1 | -1.9 | 0.5 | -0.4
CCOc1ccc(NC(=O)CN(Cc2ccccc2)S(C)(=O)=O)cc1 | -16.0 | -0.2 | 35.5
OCCC1CN(Cc2cccc3c2OCO3)CCN1Cc1ccccc1 (configuration not stated) | -15.9 | -0.7 | 12.4
CN(C)CCCN(C(=O)c1cc(-c2cccs2)nc2ccccc12)c1nc2ccc(F)cc2s1 | 15.1 | -0.1 | 14.3
O=C1CSC(c2ccccn2)N1Cc1cn2ccccc2n1 (configuration not stated) | -4.6 | 0.6 | 7.7
CS(=O)(=O)c1ccc2nc(NC(=O)c3ccc(N4CCCC4=O)cc3)sc2c1 | -9.5 | -0.3 | 10.7
CC1CCC(NC(=O)Cn2c(=O)oc3ccccc32)CC1 (configuration not stated) | -24.3 | -0.1 | 14.8
C/C(=N\NC(=O)CNc1cccc(Cl)c1C)C1CC1 | -6.7 | -0.4 | 21.7
O=C(N/N=C/c1ccc(Br)o1)c1cccnc1 | -10.1 | 0.7 | 21.4
NC(=O)c1ccccc1Nc1nc(NCCO)nc(N2CCCC2)n1 | 5.5 | -2.1 | 13.2
NNC(=O)CN1CCN(c2ncc(C(F)(F)F)cc2Cl)CC1 | -12.7 | 0.0 | 16.0
O=C(COC(=O)CCNS(=O)(=O)c1cccs1)Nc1cc(C(F)(F)F)ccc1Cl | -8.0 | -0.6 | 6.8
CCCCCCCCCCCC(=O)c1c(O)cccc1O | -1.3 | 0.8 | 12.9
COc1ccc2cc(-c3[nH]ncc3CNCCn3nc(C)cc3C)ccc2c1 | -46.3 | -1.6 | 2.8
COCC(=O)Nc1ccccc1C#N | -5.2 | -1.1 | 7.0

Arranged by value in OX1R antag-2 (high to low): some entries from above.
compound,OX1R antag-1,STK33 kinase inh,OX1R antag-2
CCOc1ccc(NC(=O)CN(Cc2ccccc2)S(C)(=O)=O)cc1,-16.0,-0.2,35.5
NNC(=O)CN1CCN(c2ncc(C(F)(F)F)cc2Cl)CC1,-12.7,0.0,16.0
CN(C)CCCN(C(=O)c1cc(-c2cccs2)nc2ccccc12)c1nc2ccc(F)cc2s1,15.1,-0.1,14.3
OCCC1CN(Cc2cccc3c2OCO3)CCN1Cc1ccccc1 (configuration not stated),-15.9,-0.7,12.4
Cc1ccc(CNC(=S)N2CCOCC2)cc1,-19.3,-1.4,8.0
O=C(COC(=O)CCNS(=O)(=O)c1cccs1)Nc1cc(C(F)(F)F)ccc1Cl,-8.0,-0.6,6.8

Hits appear at their usual frequency; any-hit rate near 2.2%.
